HCMV antiviral: qHTS Assay for inhibitors of the human cytomegalovirus (HCMV); activity change, negative = inhibition, % at 57.5 µM; HFF cells, HCMV-luciferase reporter, 72 h; active compounds read low; hit rate 4.5% among 410,000; in the data active = activity change below about -60%; inconclusive = no clear call, values can overlap the other calls; inactive = above about -39%
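Two compound doses tested in HFFs infected with HCMV-luciferase, MOI 1 PFU/cell, 72 h at 37C. Lysate luminescence read with OneGlo; data normalized against buffer-only and 10uM Salinomycin inhibitor controls.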
Tb PYK inh: qHTS of Trypanosoma Brucei Inhibitors; pyruvate kinase (Trypanosoma brucei), Q57TT1; Potency, µM (top dose mostly 76.8 µM), without a hit: at the top dose activity, negative = inhibition, most hits filed as inhibitors; AID 624173, 2012; hit rate 0.12% among 410,000; TbPYK enzyme, Kinase-Glo Plus ATP luminescence, 45 min; also: potency is read from the fitted curve at half-maximal effect; nearly all actives have a fitted effect of over 50% in size
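Assay buffer: 50 mM TEA pH 7.2, 100 mM KCl, 10 mM MgCl2, 0.05% BSA, 0.01% Tween-20. Pyruvate kinase from T. brucei plus substrate met compound, then ADP (130 uM final). Luminescence was read post 45 min RT.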
AmpC detergent: qHTS Inhibitors of AmpC Beta-Lactamase (assay with detergent); P00811; AmpC hydrolysis of nitrocefin, absorbance 480 nm, 0.01% Triton; Potency, µM (highest dose often 114 µM), for inactives: at the highest dose activity change, negative = inhibition, usual class: inhibitors; hit rate 0.041% among 370,000;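 also: potency is read from the fitted curve at half-maximal effect; 0% = no-compound wells and -100% = no-enzyme wells; nearly all actives have a fitted effect of over 25% in size; some results filed as inactive show a strong effect at the top dose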
Target sequence (P00811 whole entry, looked up): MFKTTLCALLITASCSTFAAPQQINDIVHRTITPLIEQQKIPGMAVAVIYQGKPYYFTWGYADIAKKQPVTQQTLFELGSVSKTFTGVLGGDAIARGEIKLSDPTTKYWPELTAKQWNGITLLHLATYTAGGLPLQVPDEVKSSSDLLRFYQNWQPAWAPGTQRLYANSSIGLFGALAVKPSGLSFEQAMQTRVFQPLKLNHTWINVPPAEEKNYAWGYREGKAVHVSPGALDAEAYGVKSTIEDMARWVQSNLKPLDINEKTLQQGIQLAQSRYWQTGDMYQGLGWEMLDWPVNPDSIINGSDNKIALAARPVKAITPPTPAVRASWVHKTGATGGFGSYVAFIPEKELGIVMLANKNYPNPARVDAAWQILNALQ
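AmpC (5.3 nM in the dispensed reagent) in 20 mM phosphate pH 7.0 with 0.01% (detergent screen) or 0.0001% Triton X-100 was preincubated with compounds for 15 min at room temperature. Nitrocefin was then added from an 800 uM solution, and hydrolysis was followed at 480 nm.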
AMA1 RON2 block: qHTS for Inhibitors of AMA1-RON; Towards Development of Antimalarial Drug Lead: Primary Screen; AlphaScreen AMA1-biotinylated RON2 peptide binding; Potency, µM (top dose mostly 58.2 µM), inactives show at the highest dose activity change, negative = inhibition, usual class: inhibitors; Plasmodium falciparum AMA1 (3D7) - RON2 peptide interaction; hit rate 0.2% among 360,000;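 also: potency is read from the fitted curve at half-maximal effect; 0% = vehicle wells and -100% = peptide control; nearly all actives have a fitted effect of over 45% in size; some results filed as inactive show a strong effect at the top dose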
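AMA1 (3D7) with his tag at 25 nM final met compounds first, then biotinylated RON2 peptide at 25 nM; detection used donor plus acceptor beads, 10 µg/mL apiece, read by AlphaScreen after 30 min at room temperature.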
Sm TGR inh: qHTS Assay for the Inhibitors of Schistosoma Mansoni Peroxiredoxins; Schistosoma mansoni thioredoxin glutathione reductase (TGR), Q962Y6; purified TGR, DTNB reduction, TNB absorbance 405 nm; Potency, µM (top dose mostly 114 µM), for inactives: top-dose activity change, negative = inhibition, hits mostly inhibitors; hit rate 3% among 360,000; also: potency is read from the fitted curve at half-maximal effect; nearly all actives have a fitted effect of over 60% in size
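First, TGR (20 nM dispensed) and NADPH were mixed with compound. Second, a 15 min room-temperature incubation followed. Third, further NADPH and then DTNB were added to start the reaction. Finally, TNB absorbance was monitored kinetically.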
LmPK inh: qHTS Assay for Inhibitors of Leishmania Mexicana Pyruvate Kinase (LmPK) | Q27686 | purified LmPK, Kinase-Glo ATP luminescence, 1 h | Potency, µM (highest dose often 57.5 µM), without a hit: at the highest dose activity change, negative = inhibition, usual class: inhibitors | hit rate 0.37% among 290,000; also: potency is read from the fitted curve at half-maximal effect
Target sequence (Q27686 whole entry, looked up): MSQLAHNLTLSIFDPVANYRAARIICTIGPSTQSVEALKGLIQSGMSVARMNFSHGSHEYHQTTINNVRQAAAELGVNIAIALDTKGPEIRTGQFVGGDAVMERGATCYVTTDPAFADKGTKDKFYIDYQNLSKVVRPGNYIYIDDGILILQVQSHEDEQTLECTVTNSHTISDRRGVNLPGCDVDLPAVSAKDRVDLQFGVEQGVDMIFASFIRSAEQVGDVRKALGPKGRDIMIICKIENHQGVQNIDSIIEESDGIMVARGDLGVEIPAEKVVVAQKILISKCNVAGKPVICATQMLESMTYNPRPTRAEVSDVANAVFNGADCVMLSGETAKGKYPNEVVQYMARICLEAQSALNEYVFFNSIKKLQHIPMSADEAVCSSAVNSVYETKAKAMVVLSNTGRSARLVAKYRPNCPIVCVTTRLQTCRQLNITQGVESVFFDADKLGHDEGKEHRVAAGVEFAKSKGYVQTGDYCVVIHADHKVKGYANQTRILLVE
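Purified LmPK (0.1 nM) converted ADP (0.1 mM) to ATP with PEP (0.5 mM) in imidazole buffer pH 7.2 with KCl and MgCl2, 1 h at room temperature. ATP was read by Kinase-Glo luminescence; data normalized to uninhibited and no-enzyme controls.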
AmpC no deterg: qHTS Inhibitors of AmpC Beta-Lactamase (assay without detergent); hit rate 0.52% among 330,000; AID 485341, 2010; P00811; Potency, µM (titrated, usually from 57.1 µM), without a hit: at the highest dose activity change, negative = inhibition, actives largely listed as inhibitors; AmpC nitrocefin hydrolysis, absorbance 480 nm, 0.0001% Triton;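 also: potency is read from the fitted curve at half-maximal effect; plate controls were no compound for no effect and no enzyme for full effect; nearly all actives have a fitted effect of over 20% in size; some results filed as inactive show a strong effect at the top dose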
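20 mM phosphate pH 7.0 + 0.01% (detergent screen) or 0.0001% Triton X-100; 5.3 nM AmpC reagent; cpd preinc 15 min RT; nitrocefin (800 uM stock) to start; A480 q20 s × 4 min; Activity was normalised to no-enzyme and no-compound control wells.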
* marks the source's active call; other numbers are inactive results; u = inconclusive; x = not tested or not shown; & = joins results of further samples; [ ] = dose if it differs, or a comment. Unless noted, calls follow the shape of the dose curve; as a rule, active = well fitted curve in the direction sought with a large enough effect; inconclusive = small, poorly fitted or top-dose-only effect, or another doubt; inactive = no such curve, though single readings can be large; an effect the other way counts as inactive or inconclusive. Unless noted, % is scaled to controls: 0 for no effect and ±100 for the full control effect.

Fields: AmpC detergent, HCMV antiviral, LmPK inh, Tb PYK inh, Sm TGR inh, AmpC no deterg, AMA1 RON2 block
COc1ccccc1-c1cn(S(=O)(=O)c2ccc(F)cc2)nc1N
 : -8.7%, u, 5.9%, 0.3%, -4.2%, -43.6%, 0.7%
C=CCNc1sc(C(=O)C(C)(C)C)c(N)c1C#N
 : -19.7%, 67.0, -1.0%, -1.2%, -0.1%, -17.3%, -9.5%
O=C(COC(=O)CCCN1C(=O)c2cccc3cccc(c23)C1=O)Nc1ccc(Cl)cc1
 : 7.2%, 8.7, 2.8%, 1.1%, 3.8%, 3.5%, -3.0%
CCc1ccc(NC(=O)Cn2cc(S(=O)(=O)N3CCCC3)c(S(=O)(=O)N3CCCC3)c2)cc1
 : -3.8%, 16.4, x, 0.3%, -6.8%, x, x
Cc1ccc(CN(C)C(=O)CN2C(=O)NC3(CCCC3)C2=O)o1
 : 3.6%, -5.4, x, 2.6%, u, 1.7%, 0.0%
O=C(NCCN1CCCC1)C1COc2ccccc2O1 (stereo not given)
 : -5.8%, -10.5, 4.4%, 4.2%, 5.8%, -0.9%, -5.0%
O=C1CN(C(=O)c2ccccc2)C(c2ccccc2)c2cc(F)ccc2N1 (stereo not given)
 : 0.1%, 30.9, -0.7%, 1.0%, 0.0%, -3.4%, -4.7%
COc1ccc(-n2c(C)cc(C(=O)CSc3nnc(-c4cccs4)o3)c2C)cc1
 : -14.6%, -10.8, 5.8%, -5.9%, -6.7%, u, -10.7%
Cc1ccc(N(CC(=O)NC(C)(C)C)C(=O)CCC(=O)Nc2ccccn2)cc1
 : x, -24.6, x, -1.0%, x, x, 0.6%
COc1ccc(N2C(=O)CN=C2Nc2nc(C)cc(C)n2)cc1OC
 : -5.3%, 20.0, -0.6%, 0.6%, 0.0%, -12.4%, -7.6%
C(=N\Nc1nncc2ccccc12)/c1ccccc1
 : 4.7%, 200.5, u, -0.6%, 6.1%, -5.5%, 1.0%
CCOc1cccc(N2C(=O)CC(=O)NC2=O)c1
 : -0.8%, 0.1, 1.1%, -0.4%, -22.0%, -23.0%, -6.0%
CS(=O)(=O)N(CC(=O)N1CCN(Cc2ccccc2)CC1)c1cccc([N+](=O)[O-])c1
 : 5.3%, 15.1, 9.2%, -1.5%, -26.5%, 29.5%, -1.7%
O=C(COC(=O)c1ccccc1NC(=O)c1ccco1)Nc1ncc(Cl)cc1Cl
 : -6.3%, 20.3, 1.2%, -1.5%, -23.9%, u, 9.8%
Cc1ccccc1OCC(=O)Nc1cccc(S(=O)(=O)NC2=NCCC2)c1
 : 4.1%, -1.5, x, 6.3%, 2.2%, -18.9%, -2.2%
O=C(Nc1cccc(Cl)c1Cl)c1ccc(-c2ccccc2)cc1
 : -8.9%, 14.6, -1.2%, 3.8%, 14.7%, -14.5%, -0.1%
COc1ccc(Nc2nc3cc(C)ccc3cc2C#N)cc1
 : u, -9.4, 1.4%, -2.9%, 0.3%, -15.3%, 7.5%
O=C(c1cc2ccccc2cc1O)N1CCN(c2cccc(Cl)c2)CC1
 : -11.0%, -24.6, x, -5.8%, -17.0%, -33.4%, -5.9%
O=S(=O)(NCCc1ccccc1)c1ccc(Cl)nc1
 : -17.9%, -12.1, 2.1%, 31.2%[activator], -4.6%, -7.2%, 3.1%
Cc1cccc(OCC(=O)Nc2ccc3nc(Nc4cccc(Cl)c4)cc(C)c3c2)c1
 : -8.7%, -63.3*, x, 3.3%, 4.2%, x, x
COc1cccc(N2C(=O)CC(N3CCN(CCN=CC4=C(O)CC(C)(C)CC4=O)CC3)C2=O)c1 (stereo not given)
 : 0.8%, -38.6, 2.9%, -3.9%, x, 22.4%, 33.2%[activator]
O=C(CN1CCCC1)Nc1sc2c(c1C(=O)Nc1ccccc1)CCCC2
 : -5.1%, 4.7, -0.6%, -12.7%, 0.3%, 10.1%, 46.6%[activator]
CC1(C)S/C(=N/N=C/c2cccs2)NC1=O
 : -10.9%, 24.6, -0.1%, 5.7%, -1.3%, -20.6%, 45.6%[activator]
CN(c1ccc(C(=O)N2CCOCC2)cc1)S(C)(=O)=O
 : u, u, -4.8%, 4.3%, 23.2%, -15.6%, 2.5%
NC(=O)NO
 : -20.1%, 28.3, x, 13.2%&1.1%, -3.2%, -0.6%, -4.3%
Cc1ccc(C)c(NC(=O)c2cc(-c3cc(C)c(C)cc3O)n[nH]2)c1
 : 0.3%, -77.7*, -0.2%, 3.9%, 28.6%, -41.2%, 72.9%[activator]
O=C(NCC1CCCO1)C1CCN(C2CCN(Cc3cccs3)CC2)CC1 (stereo not given)
 : -8.1%, 51.2, 0.5%, -12.7%, -5.4%, 1.6%, 2.8%
CC(=O)Nc1ccc(NC(=O)c2ccccc2C)cc1
 : -1.3%, 59.4, 3.4%, -1.6%, 2.3%, -10.6%, -4.4%
COc1ccc(OC)c(CCNC(=O)CS(=O)(=O)Cc2nc(-c3ccccc3Cl)oc2C)c1
 : u, -16.1, 0.4%, 3.6%, -13.3%, 40.6%, -10.6%
Cc1ccc(OCC(=O)NC(C)c2ccccc2)c([N+](=O)[O-])n1 (stereo not given)
 : 0.9%, 11.8, -2.6%, -2.4%, 1.2%, 7.4%, 14.4%

Going on with the list.
Fields: AmpC detergent, HCMV antiviral, LmPK inh, Tb PYK inh, Sm TGR inh, AmpC no deterg, AMA1 RON2 block
CC(C)(C)C1CCC(C(=O)OCC(=O)N2CCOCC2)CC1 (stereo not given)
 : u, -20.2, 1.8%, -1.8%, -1.1%, 77.1%[activator], 2.4%
CCN1CCN(CCC(=O)Nc2ccccc2C)CC1
 : u, 4.3, -3.3%, 1.3%, -1.9%, -20.1%, -5.3%
O=S(=O)(Nc1ccc2c(c1)OCO2)c1ccc(F)c(F)c1
 : -7.2%, 15.2, x, 2.2%, -9.8%, -18.8%, 1.8%
Cc1cc(C(=O)COC(=O)c2ccc3c(c2)NC(=O)CS3)c(C)n1CC1CCCO1 (stereo not given)
 : -7.5%, -9.3, 1.2%, 0.7%, 1.9%, 2.5%, -4.5%
COc1ccc(CCNC(=O)CSc2nc3[nH]ncc3c(=O)n2-c2ccc(Cl)cc2Cl)cc1OC
 : 6.1%, -16.2, 9.1%[11.5 µM], -4.9%, 6.1%, 69.2%[activator], -3.2%
COc1ccc(NS(=O)(=O)c2ccc(Br)cc2)cn1
 : -3.3%, -17.4, -3.5%, 1.7%, 7.3%, -18.4%, -12.8%
CCCOc1ccc(C(=O)NNC(=S)NC(=O)c2ccco2)cc1
 : -3.1%, -30.7, -1.7%, -10.1%, -11.5%, -21.4%, 77.9%[activator]
COc1ccc(C2SCC(=O)Nc3c2c(=O)[nH]n3C2CCCCCC2)cc1OC (stereo not given)
 : -8.8%, -0.2, 4.3%, -3.6%, -35.8%, 53.6%, -13.7%
CCN(CC)c1ccc(S(=O)(=O)N2CCOCC2)cc1NC(=O)CN1C(=O)NC2(CCC(C)CC2)C1=O (stereo not given)
 : -21.9%, 1.7, x, -3.9%, 5.1%, u, -3.4%
Cc1c(Cl)cccc1NC(=O)CCS(=O)(=O)c1ccc(Br)s1
 : -0.4%, -29.7, x, -1.6%, -0.2%, x, x
COC(=O)c1ccc(NN=Nc2ccc(C)cc2)cc1
 : -17.8%, 91.4, -22.5%, u, u, -28.8%, 0.0%
Cc1nonc1NC(=O)CSc1cn[nH]n1
 : 2.0%, u, 0.0%, -0.6%, 3.7%, 1.9%, -0.1%
Cc1nc2c(-c3ccccc3)c(C)nn2c(C)c1CCC(=O)NCc1ccco1
 : u, -97.6*, 6.4%, 0.5%, -4.7%, 84.4%[activator], 3.7%
CCn1c(CNC(=O)c2ccc(OC)cc2)nnc1SCC(=O)c1ccccc1
 : -7.2%, 44.6, 2.3%, u, -8.2%, 32.9%, 7.0%
CCOC(=O)c1cc2sccc2n1CC(=O)N1CCCc2ccccc21
 : u, 23.6, 2.9%, 2.7%, -20.7%, -2.5%, -9.3%
Cn1c(=O)n(C)c2cc(N3CCOCC3)c(NC(=O)c3cccc(Cl)c3)cc21
 : -0.7%, 2.7, -2.5%, -4.2%, -6.2%, -7.2%, 4.7%
CC1=C/C(=N\NC(=O)c2cccs2)CC(C)(C)C1
 : 1.9%, u, 9.7%, 1.4%, 2.8%, -17.5%, 58.7%[activator]
CCn1c2ccccc2c2nnc(SCC(=O)NCc3cccs3)nc21
 : -14.7%, -37.5, 3.8%, -11.1%, -10.5%, -11.1%, -5.2%
Cc1nn(CC2CC2)c(=O)n1-c1ccc(Oc2ccccc2)cc1
 : -4.5%, u, 1.5%, 2.3%, -17.8%, 0.5%[2.29 µM], -0.5%
CC(=O)Oc1cccc2c1C(=O)C1CC=CC(OC(C)=O)C1C2=O (stereo not given)
 : x, -10.7, x, 1.4%, x, x, 31.6µM*
CC1(C(=O)O)CCC(C(=O)NCCc2ccccc2)C1(C)C (stereo not given)
 : 2.8%, -28.6, -2.0%, -4.1%, -0.3%, -12.5%, -16.7%
CCCSCCCNC(=O)Cn1c(=O)c2cccn2c2ccccc21
 : -0.6%, -23.8, 7.2%, 0.0%, -11.0%, -16.9%, -1.9%
O=C(Nc1ccc(Cl)cc1)Nc1nccs1
 : u, -12.4, -8.9%, -4.3%, -30.2%, -55.2%, -2.7%
COc1cccc(C(=O)COc2ccc3ccc(=O)oc3c2)c1
 : -2.3%, -32.3, -3.7%, -7.9%, -0.2%, -21.7%, -0.5%
CC1CC(C)CN(CC(=O)c2c[nH]c3ccccc23)C1 (stereo not given)
 : 1.5%, 19.0, 1.0%, -2.9%, -31.3%, -2.0%, -8.3%
COc1ccc(C(CC(=O)O)N2Cc3ccccc3C2=O)cc1 (stereo not given)
 : 0.7%, 37.8, 3.1%, 2.1%, 5.7%, -7.6%, 0.1%

Full records from above. Order of screens: AmpC detergent | HCMV antiviral | LmPK inh | Tb PYK inh | Sm TGR inh | AmpC no deterg | AMA1 RON2 block
`C=CCNc1sc(C(=O)C(C)(C)C)c(N)c1C#N` in the list: -19.7% | 67.0 | -1.0% | -1.2% | -0.1% | -17.3% | -9.5%
`COC(=O)c1ccc(NN=Nc2ccc(C)cc2)cc1` in the list: -17.8% | 91.4 | -22.5% | u | u | -28.8% | 0.0%

From PubChem BioAssay
